# From PubChem BioAssay
# PNC inhibitor: inhibitors of perinucleolar compartment assembly. activity change (PNC), negative = inhibition, % at 10 µM. 3.1% of 140,000 active. PC3M PTB-GFP, PNC prevalence imaging, 16 h; active compounds read low. AID 2417;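 active = readout at or below -70, meaning at least 70% loss of cells showing the perinucleolar compartment, a nuclear body marking cancer cells; inconclusive = readout between -30 and a set limit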;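 also: plate controls were DMSO wells for no effect and camptothecin positive control wells for full effect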
#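 Read-out is percentage of cells bearing a perinucleolar compartment, from automated 20x imaging of fixed, Hoechst-stained PC3M PTB-GFP cells. Cells were seeded 4 h, then exposed 16 h to compound (23 nl of library stock) in duplicate plates.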
# 12-hLO inh: inhibitors of human 12-lipoxygenase (ALOX12); P18054; purified 12-hLO, xylenol orange hydroperoxide absorbance; Potency, µM (doses to about 57.1 µM), for the others: at the highest dose activity change, negative = inhibition, usual class: inhibitors; 0.12% of 150,000 active; also: potency is read from the fitted curve at half-maximal effect; nearly all actives have a fitted effect of over 55% in size; many of its hits are not listed in these tables
# Target sequence (P18054 whole entry, looked up): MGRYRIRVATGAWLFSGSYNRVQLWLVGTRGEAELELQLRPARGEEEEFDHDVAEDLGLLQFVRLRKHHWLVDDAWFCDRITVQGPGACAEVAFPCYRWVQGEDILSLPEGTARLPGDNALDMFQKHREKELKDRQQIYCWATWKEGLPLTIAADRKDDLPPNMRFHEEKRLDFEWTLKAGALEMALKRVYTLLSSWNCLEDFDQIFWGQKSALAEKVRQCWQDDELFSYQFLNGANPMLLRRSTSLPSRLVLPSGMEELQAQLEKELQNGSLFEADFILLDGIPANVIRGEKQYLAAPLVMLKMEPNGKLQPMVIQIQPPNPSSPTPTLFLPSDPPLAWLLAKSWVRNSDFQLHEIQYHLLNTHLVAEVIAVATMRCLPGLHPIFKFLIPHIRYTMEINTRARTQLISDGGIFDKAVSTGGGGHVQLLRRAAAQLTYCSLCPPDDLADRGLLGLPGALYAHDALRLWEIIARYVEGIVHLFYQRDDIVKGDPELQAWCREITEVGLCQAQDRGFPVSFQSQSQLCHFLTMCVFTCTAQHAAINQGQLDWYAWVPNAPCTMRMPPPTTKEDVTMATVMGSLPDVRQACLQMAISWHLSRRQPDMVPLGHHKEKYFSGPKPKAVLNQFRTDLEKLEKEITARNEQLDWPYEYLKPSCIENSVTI
#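 Purified human 12hLO (150 nM), preincubated 15 min with compound, then 40 uM arachidonic acid for 30 min, room temperature, Hepes pH 7.0 with 0.01% Triton X-100. Hydroperoxide detected by ferrous iron/xylenol orange; 573/405 nm absorbance ratio gives reaction progress.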
# IMPase inh: membrane-permeable compound that blocks inositol monophosphatase | P97697 | CHO-M1 cells, IP1 accumulation, HTRF TR-FRET ratio | 120,000 tested, under 10 active | inhibition (IP1 accumulation), % at 46.1 µM; active = well fitted curve in the direction sought with a large enough effect in the signal ratio, not every such curve was filed as active; inconclusive = small, poorly fitted or top-dose-only effect, or a change in a side signal; inactive = no such curve, though single readings can be large or run the other way; the % refers to the signal ratio;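 also: cells stimulated with carbachol in lithium chloride buffer; plate controls were DMSO basal wells for no effect and reference inhibitor wells for full effect; higher means more IMPase inhibition seen as more IP1 and lower FRET ratio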
# Target sequence (P97697 whole entry, looked up): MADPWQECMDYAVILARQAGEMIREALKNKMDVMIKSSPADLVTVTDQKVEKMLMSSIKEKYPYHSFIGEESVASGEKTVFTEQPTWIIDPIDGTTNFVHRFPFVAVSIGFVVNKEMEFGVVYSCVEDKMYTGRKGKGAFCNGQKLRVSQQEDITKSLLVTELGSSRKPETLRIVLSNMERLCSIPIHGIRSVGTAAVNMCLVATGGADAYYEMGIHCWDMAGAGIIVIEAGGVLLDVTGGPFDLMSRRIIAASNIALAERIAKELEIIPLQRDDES
#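 The IP-One HTRF competitive assay in carbachol-stimulated CHO-M1 cells quantifies cellular IP1. Compounds spanned up to 46 uM final, and activity is expressed as AC50 from concentration-response fits of the ratio and donor data.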
# ALOX15B inhib: inhibitors of human 15-lipoxygenase 2 (ALOX15B); O15296; purified 15hLO-2, xylenol orange hydroperoxide absorbance; Potency, µM (titrated, usually from 57.1 µM), for the others: at the highest dose activity change, negative = inhibition, usual class: inhibitors; 0.56% of 110,000 active; also: potency is read from the fitted curve at half-maximal effect; nearly all actives have a fitted effect of over 60% in size; many of its hits are not listed in these tables
#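 Purified human 15hLO-2 (50 nM final) preincubated with compounds 15 min at room temperature in 25 mM Hepes pH 7.5, 0.01% Triton X-100, then 45 uM arachidonic acid added for 90 min; hydroperoxide detected via ferrous/xylenol orange, 573/405 nm absorbance ratio.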
# Numbers without * were called inactive; u = inconclusive; x = not tested or not shown; [ ] = remark or other dose. Unless noted, calls follow the shape of the dose curve; as a rule, active = well fitted curve in the direction sought with a large enough effect; inconclusive = small, poorly fitted or top-dose-only effect, or another doubt; inactive = no such curve, though single readings can be large; an effect the other way counts as inactive or inconclusive. Unless noted, % is scaled to controls: 0 for no effect and ±100 for the full control effect.
SMILES,PNC inhibitor,12-hLO inh,IMPase inh,ALOX15B inhib
O=S(=O)(c1cccc(-c2nnc(-c3cccnc3)o2)c1)N1CCCCC1,-12.5,3.4%,1.5,x
O=S(=O)(c1ccc(Cl)s1)N1CCN(C/C=C/c2ccccc2)CC1,u,u,-1.7,14.7%
CCOc1ccccc1NC(=O)c1ccc(S(=O)(=O)N2CCOCC2)cc1,-10.5,0.6%,u,-10.7%
O=C(O)COc1ccc(/C=N/NC(=O)C2CCCN2S(=O)(=O)c2ccc(Cl)cc2)cc1 (stereo not given),26.3,-4.5%,4.7,0.7%
O=Cc1c[nH]c2ccc(S(=O)(=O)N3CCOCC3)cc12,2.4,-1.7%,x,x
COc1ccc(C=O)cc1COc1ccccc1F,-2.5,0.4%,x,x
COC1CCCCC1NS(=O)(=O)c1ccc(Cl)cc1 (stereo not given),u,-6.3%,-3.6,-1.2%
CN1CCN2c3ccccc3Cc3ccccc3[C@@H]2C1,x,-9.7%,15.2,14.7%
CCNC(=S)N(CCc1c(C)[nH]c2ccc(C)cc12)Cc1ccco1,41.1,2.6%,x,x
Cc1ccc(-n2c(N)c(C(N)=O)sc2=S)c(C)c1,-14.4,-19.4%,5.2,-24.4%
CCC[N+](CC#Cc1ccccc1)(CCC)CC(=O)c1ccc(Cl)cc1,22.9,-2.6%,x,x
O=C(Cc1nc2ccccc2[nH]1)NCc1ccco1,11.6,-1.6%,3.7,14.6%
CN(C)C(=O)N1CCN(C(=O)N2CCOCC2)CC1,-100.0*,-3.1%,-1.0,x
COc1ccc(Cl)cc1N1C(=O)CC(N2CCc3ccccc32)C1=O (stereo not given),29.9,-3.9%,-9.1,-13.1%
COC(=O)C1CCN(C(=O)COc2cc3sc(C)nc3c3sccc23)CC1,73.7,0.5%,1.1,-7.9%
O=C(CCCN1C(=O)/C(=C/c2ccccc2Cl)SC1=S)NNC(=O)c1ccccc1,u,4.4%,-8.0,x
O=C(COc1ccccc1)Nc1ccc(Cl)c(-c2nc3ncccc3o2)c1,16.1,1.3%,1.8,x
O=C(NCN1CCN(CCO)CC1)c1cnccn1,3.6,-1.9%,9.5,-0.4%
Cc1ccc(S(=O)(=O)N2CCC(=O)N(C(COCc3cccc(C)c3)Cc3ccccc3)CC2)cc1 (stereo not given),40.7,-7.4%,x,x
O=C(CCCn1ncn2c(cc3occc32)c1=O)N1CCc2ccccc2C1,21.1,-10.2%,u,x
CCOC(=O)c1ccc(NC(=O)CC2Sc3ncnn3C2=O)cc1 (stereo not given),u,-1.2%,18.7,-27.4%
COC(=O)C1C/C(=N\NS(=O)(=O)c2ccc(C)cc2)c2ccsc2C1 (stereo not given),u,-1.6%,x,x
CN1CCN(CC(=O)Nc2cccc3ccccc23)CC1,x,1.6%[11.4 µM],x,-1.4%[11.4 µM]
O=C(c1ccncc1)N1CCN(C(=O)c2ccco2)CC1,-3.7,-0.4%,14.5,0.9%
O=C(NCCc1ccc(Cl)cc1)C1CCN(c2cnccn2)CC1,u,-1.3%,-7.0,-2.5%
O=C(NCc1cccnc1)/C(=C/c1ccc(-c2cccc(Cl)c2)o1)S(=O)(=O)c1ccccc1,18.5,-10.2%,9.4,7.6%
Cc1nc2c(-c3ccc(F)cc3)c(C)nn2c(C)c1CCC(=O)N1CCN(c2ccccc2)CC1,28.5,0.8%,6.0,7.9%
CCOC(=O)C(=O)C1(C(=O)OCC)Oc2cc(OC)cc(OC)c2C(=O)C1c1ccccc1 (stereo not given),x,0.3%,x,-5.2%
O=C(Nc1cccc(O)c1)c1ccc(Br)c(S(=O)(=O)N2CCCCC2)c1,3.2,-2.5%,-3.1,-11.4%
COc1ccc(CCNC(=O)c2nnn(-c3ccccc3OC)c2N)cc1OC,-23.3,0.8%,-4.5,-3.9%

# Ordered by heavy-atom count (smallest number first): some entries from above.
SMILES,PNC inhibitor,12-hLO inh,IMPase inh,ALOX15B inhib
Cc1ccc(-n2c(N)c(C(N)=O)sc2=S)c(C)c1,-14.4,-19.4%,5.2,-24.4%
O=C(Cc1nc2ccccc2[nH]1)NCc1ccco1,11.6,-1.6%,3.7,14.6%
O=S(=O)(c1ccc(Cl)s1)N1CCN(C/C=C/c2ccccc2)CC1,u,u,-1.7,14.7%
CCNC(=S)N(CCc1c(C)[nH]c2ccc(C)cc12)Cc1ccco1,41.1,2.6%,x,x
COC(=O)C1CCN(C(=O)COc2cc3sc(C)nc3c3sccc23)CC1,73.7,0.5%,1.1,-7.9%
O=C(CCCn1ncn2c(cc3occc32)c1=O)N1CCc2ccccc2C1,21.1,-10.2%,u,x
Cc1ccc(S(=O)(=O)N2CCC(=O)N(C(COCc3cccc(C)c3)Cc3ccccc3)CC2)cc1 (stereo not given),40.7,-7.4%,x,x

# Next section:
SMILES,PNC inhibitor,12-hLO inh,IMPase inh,ALOX15B inhib
Cc1cc(C)c2nc(C(F)(F)F)nc(N3CCN(C(=O)c4ccco4)CC3)c2c1,-18.5,-4.2%,-2.5,20.7%
CCOC(=O)CNC(=O)c1cn(CC(C)C)c(=O)c2cc(OC)c(OC)cc12,220.5,1.1%,-4.3,x
c1cncc(-c2nc3ccccc3o2)c1,u,-6.3%,u,-1.5%
N#Cc1c(N)nc(SCC(=O)C23CC4CC(CC(C4)C2)C3)c(C#N)c1-c1ccc(Cl)cc1,26.9,1.8%,-6.0,-7.1%
c1ccc2c(c1)c1c3n2CCNC3CCC1 (stereo not given),u,0.1%,2.9,13.9%[2.29 µM]
C(=N\c1nccs1)/c1cccnc1,-10.5,-10.4%,0.6,x
COc1ccc(C2CC(=O)C(C=NCCO)=C(O)C2)cc1OC (stereo not given),24.6,-1.2%,2.7,-3.7%
Oc1ccc2oc3c(c2c1/C=N/n1cnnc1)CCCC3,u,-20.9%,-4.3,2.9%
Cc1c(NC(=O)C(C)Sc2ccc3ccccc3n2)c(=O)n(-c2ccccc2)n1C (stereo not given),11.9,-0.3%,-2.4,-11.6%
Cc1nn(C)c(C)c1CN(C)C(=O)C1c2ccccc2Oc2ccccc21,28.3,0.8%,0.7,x
COc1cc(-c2nn3c(-c4ccccn4)nnc3s2)cc(OC)c1OC,14.8,-2.4%,-8.8,1.2%
O=C(NCC1CCCO1)c1onc(CSc2ccccc2F)c1C(=O)O (stereo not given),33.8,1.6%,-0.5,-0.7%
O=C(NCCOc1nc(N2CCCCC2)nc(N2CCOCC2)n1)Nc1ccccc1,-106.5*,-0.9%,6.3,-3.8%
Cc1cc(C)nc(SCC(=O)Nc2ncc3c(n2)CC(C)(C)CC3=O)n1,14.6,1.0%,-8.5,-3.5%
Cn1c(=O)oc2cc(S(=O)(=O)NCc3ccncc3)ccc21,34.5,-3.6%,14.3,-1.5%
COc1cc(C(=O)Nc2ccc([N+](=O)[O-])cn2)cc(OC)c1OC,-13.6,0.2%,x,x
CCOc1ccc(C(=O)NCC2OCCc3ccccc32)cc1 (stereo not given),31.0,2.8%,13.6,x
CCCC(c1nnnn1CCOC)N(Cc1cc2cc(C)c(C)cc2[nH]c1=O)CC1CCCO1 (stereo not given),44.9,-10.9%,-0.3,-15.6%
O=C(O)c1cc(C2CC2)nn1-c1ccccc1,12.1,2.8%,3.6,3.0%
CCC1(C(=O)c2ccccc2)C(c2cccc([N+](=O)[O-])c2)C1(C(=O)OC)C(=O)OC (stereo not given),-9.2,-3.2%,x,x
CS(=O)(=O)N(CC(=O)N1CCN(c2cccc(Cl)c2)CC1)c1ccccc1,u,-3.6%,-1.4,3.9%
O=C(c1ccc(C23CC4CC(CC(C4)C2)C3)o1)N1CCOCC1,u,-2.0%,2.9,-2.7%
CCc1ccccc1NC(=O)CN(C)C(=O)CN1C(=O)NC2(CCCCCC2)C1=O,u,3.8%,-10.6,-2.0%
Cc1cc(C)cc(N(C(=O)Cc2cccs2)C(C(=O)NC2CCCC2)c2ccc(C)o2)c1 (stereo not given),u,1.6%,-3.2,-2.4%
CCOc1ccc(CNCc2cccnc2)cc1,3.7,-0.4%,3.7,x
CCOC(=O)Cc1csc(SCC(=O)Nc2cccc(Cl)c2)n1,-29.5,3.1%,7.9,1.9%
CCC(=O)N1CCN(c2ccc(Cl)cc2NC(=O)Cc2ccc(Cl)cc2)CC1,-82.4*,-1.6%,17.0,3.8%
Cc1ccc(-c2ccc(C(=O)O)c(C)n2)cc1,-17.2,0.0%,x,x
CCCn1nnc(NC(=O)COc2cc(C)ccc2C(C)C)n1,u,-1.4%,2.2,-3.5%
CCc1cc2c(SCC(=O)Nc3ncc(Cl)c(C)c3Cl)ncnc2s1,30.2,-3.3%,-5.1,x
CC(Sc1nc2ccccc2n1C)C(=O)NC(c1ccccc1)c1ccccc1 (stereo not given),4.0,17.5%,6.9,x
S=c1[nH]nc(Cc2cccs2)n1-c1ccccc1,12.1,0.8%,-22.7,2.9%
Cc1ccc(CSc2nc3c(c(=O)[nH]c(=O)n3C)n2CCC(C)C)cc1,2.1,2.3%,-2.4,-4.4%
Cc1c(CCOC(=O)CC23CC4CC(CC(C4)C2)C3)sc[n+]1Cc1ccccc1,35.5,6.5%,-2.6,53.7%[activator]
O=C(c1ccccn1)N(Cc1ccco1)C1(C(=O)NC2CCCC2)CCCCC1,22.0,3.7%,11.4,0.9%
O=C(COC(=O)c1c2c(nc3ccccc13)/C(=C/c1cccc([N+](=O)[O-])c1)CCC2)NC1CCS(=O)(=O)C1 (stereo not given),-15.4,-5.5%,-1.8,x
Cc1ccc(Cl)c(OCC(O)CN(CCO)CCO)c1 (stereo not given),-28.6,-13.8%,4.9,3.4%
Cc1cccc(OCCNc2nc3c(c(=O)n(C)c(=O)n3C)n2C)c1,-96.6*,0.3%,1.5,-4.2%
COc1ccc(-n2nc3c(c2NC(=O)c2c(F)cccc2Cl)CS(=O)C3)cc1 (stereo not given),20.5,-3.2%,-0.9,5.8%
CCCCC1C2=C(CCCC2=O)OC2=C1C(=O)CCC2,u,2.3%,-11.1,x
COC(=O)CCC(=O)NNC(=O)c1ccc(Cl)cc1Cl,8.6,-9.9%,-2.5,-6.1%
CC1=C(/C=C/C(C)=C/C=C/C(C)=C/C=O)C(C)(C)CCC1,x,-3.7%,x,-11.1%
O=C(Nc1ccc2oc(=O)c(C(=O)O)cc2c1)Oc1ccccc1,x,-4.8%[11.4 µM],x,-7.9%[11.4 µM]
Cc1cc(C)nc(NC2=NCC(=O)N2c2ccc3c(c2)OCCO3)n1,-16.6,-1.8%,0.9[1.84 µM],5.5%[11.4 µM]
COc1ccc(/C=C(\C#N)C(=O)N2CCOCC2)cc1Br,34.0,-1.4%,2.3,-20.4%
Cc1ccc(C(=O)COC(=O)CNC(=O)c2ccco2)cc1,10.4,10.3%,5.7,-4.8%

# By substructure: the entries above containing two or more sulfur atoms (eight)
SMILES,PNC inhibitor,12-hLO inh,IMPase inh,ALOX15B inhib
O=S(=O)(c1ccc(Cl)s1)N1CCN(C/C=C/c2ccccc2)CC1,u,u,-1.7,14.7%
Cc1ccc(-n2c(N)c(C(N)=O)sc2=S)c(C)c1,-14.4,-19.4%,5.2,-24.4%
COC(=O)C1CCN(C(=O)COc2cc3sc(C)nc3c3sccc23)CC1,73.7,0.5%,1.1,-7.9%
O=C(CCCN1C(=O)/C(=C/c2ccccc2Cl)SC1=S)NNC(=O)c1ccccc1,u,4.4%,-8.0,x
COC(=O)C1C/C(=N\NS(=O)(=O)c2ccc(C)cc2)c2ccsc2C1 (stereo not given),u,-1.6%,x,x
CCOC(=O)Cc1csc(SCC(=O)Nc2cccc(Cl)c2)n1,-29.5,3.1%,7.9,1.9%
CCc1cc2c(SCC(=O)Nc3ncc(Cl)c(C)c3Cl)ncnc2s1,30.2,-3.3%,-5.1,x
S=c1[nH]nc(Cc2cccs2)n1-c1ccccc1,12.1,0.8%,-22.7,2.9%

# Not all compounds are listed, so the mix of outcomes need not match the whole.
